UPR CHOP act – activators of apoptotic CHOP UPR arm, primary screen, cell-based, CHO-CHOP luciferase reporter, luminescence, uHTS; hit rate 0.34% among 330,000; UPR activation; percent of tunicamycin response over DMSO baseline; AID 449763, 2010; activation, % at 10 µM;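 active = at 10 µM dose, activation of 40% or more, normalized to positive control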;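 also: 100% = tunicamycin at 10 µg/mL and 0% = DMSO alone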
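measured by = luciferase luminescence | assay system = CHO-CHOP cells, stable luciferase reporter of PERK-eIF2a-CHOP signalling | amount = 500 reporter cells seeded per well | timing = 6 h compound exposure at 37 °C after overnight seeding | controls = positive tunicamycin 10 µg/mL, negative DMSO alone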
Mdm2-MdmX inh – inhibitors of human Mdm2-MdmX association, primary screen, cell-based, luminescence, split luciferase, SaOS-2, uHTS. SaOS-2 split-luciferase Mdm2/MdmX complementation. AID 485346, 2010. Protein Mdm4 (Homo sapiens) + E3 ubiquitin-protein ligase Mdm2 (Homo sapiens), …. hit rate 3% among 330,000. inhibition, % at 8 µM;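 active = inhibition of at least 50% at 8 µM in the primary screen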
CCR6 antagonist – CCR6 receptor antagonists, primary screen, cell-based, CHO-K1, luminescence, beta-arrestin, uHTS | C-C chemokine receptor type 6 (Homo sapiens), P51684 | CHO-K1 CCR6 PathHunter beta-arrestin, CCL20-stimulated | inhibition, % at 20 µM | hit rate 0.49% among 340,000 | AID 493098, 2011;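 active = compounds whose inhibition of the agonist-driven luminescence signal at 20 µM reaches about 50%, limit read from the data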;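 also: cells stimulated with CCL20 at 14 nM final; plate controls were DMSO with CCL20 for no effect and DMSO without agonist for full effect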
Target sequence (P51684 whole entry, looked up): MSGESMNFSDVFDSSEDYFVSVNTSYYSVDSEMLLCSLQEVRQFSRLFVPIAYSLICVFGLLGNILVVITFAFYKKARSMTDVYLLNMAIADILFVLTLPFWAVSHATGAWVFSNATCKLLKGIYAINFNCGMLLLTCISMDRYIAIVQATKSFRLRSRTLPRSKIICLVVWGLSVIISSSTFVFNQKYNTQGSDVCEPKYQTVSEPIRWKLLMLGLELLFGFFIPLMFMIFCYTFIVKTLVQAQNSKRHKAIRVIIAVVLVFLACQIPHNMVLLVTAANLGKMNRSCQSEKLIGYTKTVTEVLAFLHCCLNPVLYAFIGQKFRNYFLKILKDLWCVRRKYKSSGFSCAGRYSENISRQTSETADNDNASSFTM
EBI2 block – EBI2 receptor antagonists, beta-arrestin recruitment, primary screen, cell-based, luminescence, 7a,25-OHC stimulation, uHTS; 7a,25-OHC stimulated; inhibition, % at 5 µM; hit rate 0.81% among 360,000; in the data active = inhibition above about 38%;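 also: enzyme fragment complementation signal reports receptor beta-arrestin coupling in cells; 0% = agonist plus DMSO wells and 100% = wells without agonist; some results beyond the cut were filed as inactive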
Target sequence (P32249 whole entry, looked up, the tested form may be a part): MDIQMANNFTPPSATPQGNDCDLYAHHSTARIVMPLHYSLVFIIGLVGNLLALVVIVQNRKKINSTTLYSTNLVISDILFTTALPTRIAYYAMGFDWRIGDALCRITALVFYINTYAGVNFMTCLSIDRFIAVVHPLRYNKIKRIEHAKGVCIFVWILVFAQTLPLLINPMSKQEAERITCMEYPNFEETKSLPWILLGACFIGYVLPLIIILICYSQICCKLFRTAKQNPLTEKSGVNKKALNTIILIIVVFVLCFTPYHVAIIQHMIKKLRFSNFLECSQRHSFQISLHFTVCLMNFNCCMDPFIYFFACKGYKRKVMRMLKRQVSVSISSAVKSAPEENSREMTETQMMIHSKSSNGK
XBP1 UPR activ – activators of adaptive XBP1 UPR arm, primary screen, cell-based, CHO-XBP1 luciferase reporter, luminescence, uHTS; IRE1-XBP1 UPR activation; percent of tunicamycin response, DMSO as zero; activation, % at 20 µM; AID 463104, 2010; hit rate 0.33% among 330,000;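 active = versus positive control, 20 µM dose yields 30% or more activation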;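 also: 100% = tunicamycin at 10 µg/mL and 0% = DMSO only wells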
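assay system = CHO-XBP1 luciferase reporter cells | amount = 1000 cells/well | buffer or medium = F12 plus 10% FBS | compound dosing = single point, 20 µM final compound, 1% DMSO | incubation = 16-18 h cell attachment at 37 °C, then 6 h compound exposure | detection = Steady-Glo luminescence read | controls = tunicamycin 10 µg/mL and vehicle-only wells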
CXCR6 inh – CXCR6 receptor inhibitors, primary screen, cell-based, beta-arrestin, luminescence, CHO-K1 PathHunter, 1536-well; C-X-C chemokine receptor type 6 (Homo sapiens), O00574; inhibition, % at 20 µM; hit rate 0.36% among 360,000; AID 602244, 2012; in the data active = inhibition above about 34%, passing the limit was not always enough;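 also: antagonist mode with CXCL16 agonist at 10 nM final; 0% = 10 nM CXCL16 with DMSO and 100% = unstimulated wells without agonist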
Target sequence (O00574 whole entry, looked up): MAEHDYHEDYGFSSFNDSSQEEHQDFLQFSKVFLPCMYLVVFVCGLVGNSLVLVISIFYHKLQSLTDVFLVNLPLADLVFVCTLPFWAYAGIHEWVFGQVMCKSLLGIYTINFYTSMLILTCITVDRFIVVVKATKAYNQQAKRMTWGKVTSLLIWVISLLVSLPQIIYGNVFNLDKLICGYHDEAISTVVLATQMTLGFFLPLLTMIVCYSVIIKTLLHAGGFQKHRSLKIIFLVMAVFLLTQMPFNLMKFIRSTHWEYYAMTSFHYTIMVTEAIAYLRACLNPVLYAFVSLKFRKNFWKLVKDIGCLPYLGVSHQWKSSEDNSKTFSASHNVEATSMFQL
697 NFkB inh – inhibitors of PMA/ionomycin-induced NF-kB reporter, 697 cells, primary screen, B-cell NF-kB inhibitor project, cell-based, luminescence, uHTS | 697 B-cell NF-kB luciferase reporter, 16 h | inhibition, % at 4 µM | hit rate 0.33% among 330,000 | AID 435022, 2010; in the data active = inhibition above about 35%
Jurkat NFkB inh – inhibitors of induced NF-kB luciferase reporter, primary screen, TCR NF-kB activation inhibitor project, cell-based, luminescence, uHTS; Jurkat, PMA/ionomycin-induced NF-kB luciferase reporter; inhibition, % at 4 µM; hit rate 0.53% among 330,000; AID 435003, 2010; in the data active = inhibition above about 50%
Gli-Sufu antag – Gli-Sufu pathway antagonists, primary screen, luciferase luminescence, Sufu-KO-LIGHT cells, uHTS | hit rate 0.74% among 340,000 | inhibition, % at 5 µM | Sufu-KO-LIGHT fibroblasts, Gli luciferase reporter luminescence;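 active = inhibition above about 55%, limit read from the data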;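 also: 0% = DMSO-treated cells and 100% = wells with medium but no cells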
Active calls of the source: *; x = not tested or not shown.

SMILES	UPR CHOP act	Mdm2-MdmX inh	CCR6 antagonist	EBI2 block	XBP1 UPR activ	CXCR6 inh	697 NFkB inh	Jurkat NFkB inh	Gli-Sufu antag
C/C(Cl)=C/Cn1c(SCC(C)C)nc2c1c(=O)[nH]c(=O)n2C	0.9	33	10	4	-4	5	-29	3	21
COc1ccnc(NCc2cccc(C(F)(F)F)c2)c1C#N	-1.1	14	-5	2	-1	10	-19	4	3
O=C(NNC(=O)c1ccc(Cl)cc1Cl)c1csc(-c2cccnc2)n1	1.0	12	-4	-3	0	5	-11	-3	-1
CC(=O)N1CCN(C(=O)c2cc3c(s2)CCCC3)CC1	x	x	1	-4	x	-9	x	x	-16
Cc1cc(OCC(=O)Nc2nccs2)c2c(C)cc(=O)oc2c1	11	90*	15	-4	-1	4	15	10	5
O=C(Nc1ccccc1Cl)c1ccc2nc(N3CCOCC3)sc2c1	2.2	-7	-5	-3	0	14	-91	-46	-26
Cc1c(/C=N/Nc2ccc([N+](=O)[O-])cn2)c2ccccc2n1Cc1ccccc1	21	40	12	4	19	6	-7	-16	8
Cc1cccc(C2=NN(c3ccccc3)[C@@H](C(=O)N3CCOC3=O)[C@@H]2c2ccc([N+](=O)[O-])cc2)c1	2.0	23	26	15	2	7	-6	x	3
CCOC(=O)C(NCCCCl)c1ccccc1 (stereo not drawn)	-0.3	11	-23	-9	-1	6	4	4	0
CCC(C)Nc1nc(N)c([N+](=O)[O-])c(Nc2ccccc2OC)n1 (stereo not drawn)	0.4	59*	13	9	22	6	-27	9	9
CCCCCOC(=O)C1[C@H]2C(=O)N(c3ccccc3CC)C[C@]23C=C[C@H]1O3 (stereo partly drawn)	0.0	-2	-2	-6	6	0	21	5	33
O=C(/C=C/c1ccccc1)Nc1cccc(C(=O)NCCCc2ccccc2)c1	x	x	12	18	x	1	x	x	-58
CCOc1ccc(C(=O)CCC(=O)NC2=NCCS2)cc1	-0.3	11	14	6	0	-5	21	-8	-9
CCn1cc(CCC(=O)NCc2cccc(OC)c2OC)c2ccccc21	1.3	27	1	5	-3	1	3	-4	4
Cc1nnc(C)n1/N=C/c1cccn1C	-0.8	-2	-4	-4	1	2	18	-13	-1
N#Cc1c(N2CCCCC2)nc(N)c2c(N)nc(SCC(=O)O)cc12	1.8	13	5	7	-2	2	11	9	-1
Cc1ccc(-c2cc(-c3ccccc3O)nc(N/N=C/c3cccnc3)n2)cc1	22	-32	1	-9	8	-6	-58	-45	-11
CC[C@]1(C(=O)OC)[C@H]2C(=O)N(Cc3ccccc3)C(=O)[C@H]2[C@H]2CN=C(SCC(=O)c3ccccc3)N21	2.0	17	6	3	1	12	-10	x	-9
O=C(NCc1cccs1)C1CCCN1C(=O)Nc1ccc(Cl)cc1 (stereo not drawn)	0.5	11	x	x	1	x	17	5	x
Cc1ccc2nc(NC(=O)COC(=O)c3ccco3)sc2c1	-0.1	-30	-5	-10	0	-1	-27	-41	-85
C[C@H]1CC[C@H]2C(=O)N3[C@H](c4cccc(N5CCCC5=O)c4)[C@@H](C)CC[C@H]3C(=O)N2[C@@H]1c1cccc(N2CCCC2=O)c1	0.0	9	x	x	-2	x	-8	0	x
COc1ccccc1N1CCN(C2CCC(C)CC2)CC1 (stereo not drawn)	0.5	-2	0	-1	-3	2	17	-4	11
CCN(Cc1ccccc1)S(=O)(=O)c1cc(C(=O)NC2CCCCCC2)ccc1OC	0.8	23	11	10	-2	-2	-3	5	6
CCc1ccc(C2=NN(c3ccc(S(N)(=O)=O)cc3)C(c3ccc(F)cc3)C2)cc1 (stereo not drawn)	-0.8	77*	15	36	12	6	-18	-31	16
Cc1ccc(S(=O)(=O)CCN2CCC(O)(c3ccccc3)CC2)cc1	-2.8	-14	1	-4	-5	-5	-7	-2	3
CCOC(=O)[C@H]1[C@H]2COc3ccc(OC)cc3[C@H]2N2C(=O)CNC(=O)[C@@]12C	4.7	-2	-10	2	-2	-8	-4	9	-1
Cc1cc(=O)n(CC(=O)O)c2ccccc12	1.4	16	9	-6	0	-3	10	5	-2
CCOc1ccc(S(=O)(=O)NNC(=O)c2cc3ccccc3o2)cc1	0.6	2	9	-3	-2	-5	7	9	2
Cn1c(Cn2nnc(-c3ccccc3)n2)nnc1SCc1ccccc1Cl	0.0	0	11	1	1	-3	8	-17	-7
CCCC/C(C)=N/NC(=O)CN(c1ccc(Br)cc1)S(=O)(=O)c1ccccc1	3.4	-13	9	-15	-2	-1	-1	-8	-3
Cc1ccc(-n2c(=O)c3sccc3n(CC(=O)NC3CCCCC3)c2=O)cc1	-0.2	5	18	1	-4	12	12	8	7
O=C(CN1CCCCCC1)NCCc1ccc(F)cc1	-0.9	2	-2	-3	1	-2	-8	-13	8
Cc1cc(OC(=O)c2cc(Br)ccc2Cl)c([N+](=O)[O-])c(=O)[nH]1	0.1	27	-12	-1	2	0	6	-5	3
CCc1ccc(C(=O)NNC(=O)CCC2CCCCC2)cc1	3.3	-4	18	29	3	-3	-4	-17	-16
CCOc1ccc(NC(=S)NC(=O)c2c(Br)cnn2C)c([N+](=O)[O-])c1	0.7	3	32	8	2	24	-85	-51	-17
CCOc1ccccc1C(=O)NCC(=O)NCCc1ccc(S(N)(=O)=O)cc1	-1.2	9	-13	-11	1	-5	-12	-12	-6
Cc1nn(CC(=O)NCc2ccccc2F)c(C)c1[N+](=O)[O-]	0.1	-10	16	10	-1	4	7	13	14
COc1ccc(C(=O)Nc2ccncc2)cc1[N+](=O)[O-]	-1.9	1	7	-7	-6	3	7	-11	-21
O=C(NCCOc1ccc(F)cc1)C1CCC(=O)N(CCc2ccccn2)C1 (stereo not drawn)	0.6	-5	0	-6	-2	0	3	17	-7
CCCS(=O)(=O)N1CCCC(C(=O)N2CCN(c3ccccc3)CC2)C1 (stereo not drawn)	-0.6	11	5	-9	-1	0	0	-3	-1

Not a retest: entries from further up.
SMILES	UPR CHOP act	Mdm2-MdmX inh	CCR6 antagonist	EBI2 block	XBP1 UPR activ	CXCR6 inh	697 NFkB inh	Jurkat NFkB inh	Gli-Sufu antag
Cc1ccc(-n2c(=O)c3sccc3n(CC(=O)NC3CCCCC3)c2=O)cc1	-0.2	5	18	1	-4	12	12	8	7
O=C(CN1CCCCCC1)NCCc1ccc(F)cc1	-0.9	2	-2	-3	1	-2	-8	-13	8
Cc1cc(OC(=O)c2cc(Br)ccc2Cl)c([N+](=O)[O-])c(=O)[nH]1	0.1	27	-12	-1	2	0	6	-5	3

Remaining list, next part:
SMILES	UPR CHOP act	Mdm2-MdmX inh	CCR6 antagonist	EBI2 block	XBP1 UPR activ	CXCR6 inh	697 NFkB inh	Jurkat NFkB inh	Gli-Sufu antag
N#Cc1ccsc1NC(=O)c1ccc(Cl)c([N+](=O)[O-])c1	4.0	61*	23	-5	2	5	-81	-33	7
Cc1nc2ccccn2c1C(=O)N=Nc1c(O)[nH]c2ccccc12	14	9	5	-12	2	-14	-31	-10	-31
CCOc1ccc(NS(=O)(=O)c2ccc(-c3cnc(C4CC4)o3)cc2)cc1	-1.0	57*	0	-17	-3	8	-22	26	7
O=C1CCC(C(=O)OCC(=O)Nc2cc(Cl)ccc2F)=NN1	1.3	-9	3	7	-3	4	10	5	6
Cc1cc(NCc2ccccc2)nc(-c2ccccc2O)n1	7.1	30	8	18	0	2	-20	-12	-5
COc1ccc(S(=O)(=O)Nc2cccc3c2O[C@@H](CN(C)Cc2ccc(C(=O)O)cc2)[C@@H](C)CN([C@H](C)CO)C3=O)cc1	-1.5	-21	-9	0	-4	-6	0	-8	-8
Cc1ccc(NC2=C(Cl)C(=O)OC2OC(=O)c2ccco2)cc1 (stereo not drawn)	-0.6	-13	8	-10	0	0	1	1	36
COC(=O)c1ccc(COc2ccc(C3C4=C(CCCC4=O)Nc4onc(C)c43)cc2)cc1 (stereo not drawn)	-3.0	2	7	-25	-2	4	17	13	1
Cc1cccnc1NC(=O)C(C)Oc1ccccc1 (stereo not drawn)	-0.8	-12	-9	-7	-4	-12	-15	0	6
CCN(CC(=O)Nc1ccc(S(N)(=O)=O)cc1)S(=O)(=O)c1cc(C)ccc1OC	-1.4	16	-4	-2	-4	-10	0	-16	-2
COc1c(F)c(F)c(C(=O)Nc2ccc(NC(=O)c3ccco3)cc2)c(F)c1F	-2.1	18	0	5	-2	-9	-13	6	7
O=C(c1ccco1)N1CCN(c2ncccn2)CC1	3.7	-19	-6	-1	-1	-2	-39	-34	-2
O=C(NCC(=O)N1CCN(C(=O)c2ccccc2)CC1)c1ccccc1	-0.7	6	5	-3	-1	2	-2	-4	-10
O=C(CN1CCN(S(=O)(=O)c2ccccc2F)CC1)N1CCc2ccccc2C1	-1.1	33	-4	5	-4	1	-1	5	10
CC(C)(C)c1nnc2sc(SCC(=O)c3ccc4c(c3)OCCO4)nn2c1=O	-1.7	15	7	5	-1	0	14	-12	16
Cc1cc(=O)[nH]c(SCc2cccc(Br)c2)n1	0.6	22	-1	-2	-7	4	11	-6	-2
CCOCCCNc1nc(C(F)(F)F)nc2c1nnn2Cc1ccccc1Cl	-0.9	9	15	-5	-3	0	-19	14	-10
CC#CC(=O)NC1CCCN(C2Cc3ccccc3C2)C1 (stereo not drawn)	0.5	-7	11	-9	-3	4	3	7	12
C=C(C)CNC(=S)Nc1sc2c(c1C(=O)OCC)CC(C)(C)OC2	0.4	3	-2	-11	-1	-4	2	-5	2
N#Cc1cnn(-c2ncnc3sc(-c4ccccc4)cc23)c1N	-0.9	33	-11	-8	7	-4	11	-2	7
C=CCn1c2ccccc2c2nnc(SCC(=O)Nc3cc(C)on3)nc21	-0.5	31	55*	8	2	13	8	6	4
CS(=O)(=O)c1ccccc1-c1nnc(NC(=O)c2ccco2)o1	1.4	2	0	-5	3	0	-1	-29	-5
CCN(CC)c1ccc(C=Nc2ccccc2C)c(O)c1	8.3	7	15	7	1	-12	-23	1	-8
COc1ccccc1N1CCN(c2ccc([N+](=O)[O-])nc2)CC1	2.9	16	2	3	0	8	-12	2	0
CC1(C)CC(=O)C(C(C2=C(O)CC(C)(C)CC2=O)c2ccc(O)c([N+](=O)[O-])c2)=C(O)C1	1.7	-19	18	2	-4	4	10	12	4
CCSc1ccc2c(c1)N(CCCN1CCN(C)CC1)c1ccccc1S2	-0.2	60*	40	11	-3	-5	-4	5	4
O=C1OC(/C=C/c2ccccc2)=NC/1=C/C=C/c1ccccc1	0.6	9	6	0	0	3	-17	-2	4
O=[N+]([O-])c1ccc(Sc2ccccc2Cl)nc1	0.3	12	14	-15	2	-6	32	27	-2

Source: PubChem
